# CHRM4 PAM: human M4 muscarinic receptor positive allosteric modulators, primary screen, CHO-K1 cells, Fluo-8 calcium fluorescence; Muscarinic acetylcholine receptor M4 (Homo sapiens), P08173; CHO-K1 hM4/Gqi5, ACh EC20; 0% = ACh EC20, 100% = maximal ACh; activation, % at 3 µM; 360,000 tested, 0.4% active; AID 624126, 2012;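 active = activation above its plate's cutoff, the mean activation of sample wells plus 3 SD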; also: some results filed as inactive read as strong as hits
# MEKK3 PB1 HTS: modulators of MEKK3-MEK5 PB1 binding, primary screen, biochemical, wildtype MEKK3, multiplex bead flow cytometry, Alexa488-MEK5; Mitogen-activated protein kinase kinase kinase 3 (Homo sapiens), Q99759; bead-based flow cytometry, Alexa488-MEK5 binding to MEKK3; actives lie on both sides; 0 = blocked by unlabeled MEK5, 100 = vehicle; binding response (% of control), % at 10 µM; 290,000 tested, 1.4% active;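 active = binding response more than 3 SD above or below the average of its plate-row segment, actives on both sides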;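 also: Alexa488 bead fluorescence after subtracting the streptavidin-only scavenger bead signal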
# CRFBP-R2 block: antagonists of CRF-BP/CRF-R2 complex, primary screen, cell-based, HEK293, calcium dye fluorescence, uHTS | CRF-induced calcium fluorescence | inhibition, % at 11.8 µM | 350,000 tested, 0.59% active;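 active = inhibition of the ligand-induced calcium signal above about 50% at the single tested concentration, limit read from the data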
# GalR3 antag: GalR3 antagonists in HEK293 cells, primary screen, cell-based, fluorescence readout | HEK293 GalR3-CNG cAMP membrane potential fluorescence; galR3 body fused to GalR1 C-terminus | inhibition, % at 3 µM | AID 651719, 2012 | 360,000 tested, 0.44% active | Galanin receptor type 3 (Homo sapiens), O60755;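 active = inhibition above the screen-wide average plus 3 SD, cut at about 13% in these data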;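 also: forskolin and galanin both at EC90 stimulate the cells; cAMP rise reported by CNG channel membrane potential dye signal; 0% = forskolin plus galanin with DMSO and 100% = forskolin alone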
# p-CIP stab down: p/CIP-EGFP fusion destabilizers, primary screen, fluorescence, F442A cells. decrease of EGFP signal, % at 10 µM. Q05BA5. AID 1984, 2009. 16 h. 290,000 tested, 0.01% active;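 active = EGFP signal decrease of at least 30% at 10 µM or well 3 SD below plate mean, unless failing retest; inactive = the rest, including hits failing retest or dose response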; also: some compounds called inactive have numbers as strong as hits; many of its hits are not listed in these tables
# Target sequence (Q05BA5 1-1403): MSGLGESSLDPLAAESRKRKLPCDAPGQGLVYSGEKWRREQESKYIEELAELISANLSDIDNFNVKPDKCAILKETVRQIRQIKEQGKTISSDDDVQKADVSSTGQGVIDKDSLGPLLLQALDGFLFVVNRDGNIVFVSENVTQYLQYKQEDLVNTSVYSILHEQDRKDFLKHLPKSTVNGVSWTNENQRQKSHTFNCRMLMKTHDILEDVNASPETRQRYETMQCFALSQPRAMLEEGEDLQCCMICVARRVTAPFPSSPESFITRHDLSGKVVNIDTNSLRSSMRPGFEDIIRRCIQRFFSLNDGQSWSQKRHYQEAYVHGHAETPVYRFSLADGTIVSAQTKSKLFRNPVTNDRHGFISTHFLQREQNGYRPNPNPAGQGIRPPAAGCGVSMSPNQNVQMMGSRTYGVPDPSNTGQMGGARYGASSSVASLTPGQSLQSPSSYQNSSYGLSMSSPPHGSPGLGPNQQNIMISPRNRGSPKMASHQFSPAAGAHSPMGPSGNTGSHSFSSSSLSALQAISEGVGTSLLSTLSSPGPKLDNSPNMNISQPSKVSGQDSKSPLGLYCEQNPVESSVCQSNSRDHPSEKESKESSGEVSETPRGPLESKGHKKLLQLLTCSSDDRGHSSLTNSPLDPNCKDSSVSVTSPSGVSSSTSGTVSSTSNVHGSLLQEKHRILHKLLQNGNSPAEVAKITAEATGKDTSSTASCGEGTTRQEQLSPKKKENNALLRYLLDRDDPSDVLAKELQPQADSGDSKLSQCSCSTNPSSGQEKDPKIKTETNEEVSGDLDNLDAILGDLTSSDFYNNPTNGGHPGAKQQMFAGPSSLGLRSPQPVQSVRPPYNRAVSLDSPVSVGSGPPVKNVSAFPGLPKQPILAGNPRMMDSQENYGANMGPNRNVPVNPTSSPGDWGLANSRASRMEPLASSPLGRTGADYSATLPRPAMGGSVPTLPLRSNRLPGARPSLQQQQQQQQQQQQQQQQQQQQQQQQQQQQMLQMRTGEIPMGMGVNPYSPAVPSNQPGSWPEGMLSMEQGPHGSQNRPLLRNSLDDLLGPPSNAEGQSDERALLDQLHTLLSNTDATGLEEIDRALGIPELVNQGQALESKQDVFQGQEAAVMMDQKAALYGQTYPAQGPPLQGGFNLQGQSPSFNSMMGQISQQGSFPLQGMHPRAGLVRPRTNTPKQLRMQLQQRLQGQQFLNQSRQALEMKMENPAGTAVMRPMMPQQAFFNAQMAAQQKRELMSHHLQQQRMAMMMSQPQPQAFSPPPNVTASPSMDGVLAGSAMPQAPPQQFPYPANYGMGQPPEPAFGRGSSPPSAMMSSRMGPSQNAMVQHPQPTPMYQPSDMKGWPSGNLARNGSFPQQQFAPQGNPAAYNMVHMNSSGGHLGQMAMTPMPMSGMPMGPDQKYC
# IDE inh: human IDE inhibitors in live cells, primary screen, fluorescence polarization, HEK cells, FAbetaB substrate | FAbetaB cleavage | Insulin-degrading enzyme (Homo sapiens), P14735 | AID 434962, 2010 | inhibition, % at 5.59 µM | 320,000 tested, 0.41% active;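 active = percent inhibition above the average of all tested compounds plus 3 SD, set per screening campaign, cut at about 16% in these data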;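 also: IDE supplied by intact live HEK cells; FP after avidin binding of uncleaved biotin substrate so inhibition keeps polarization high; 0% = DMSO wells and 100% = 60 µM reference IDE inhibitor Ii1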
# IDE act: human IDE activators in live cells, primary screen, fluorescence polarization, HEK cells, FAbeta-B substrate | Insulin-degrading enzyme (Homo sapiens), P14735 | FAbeta-B cleavage; 0% vehicle, 100% cell-free pure enzyme wells | activation, % at 5.96 µM | 340,000 tested, 0.073% active | AID 493087, 2011;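 active = activation above the mean of all tested compounds plus 3 SD, set per screening campaign, cut at about 17% in these data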
# CRFBP-R2 agonist: agonists of CRF-BP/CRF-R2 complex, primary screen, cell-based, HEK293, calcium dye fluorescence, uHTS. CRF-binding protein / CRF receptor 2 complex (human). activation, % at 13.2 µM. calcium dye fluorescence (FLIPR); percent of saturating CRF peptide response. 350,000 tested, 0.46% active. AID 588473, 2011;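 active = activation of at least 50%, plus an integration ratio under a set limit after plate pattern correction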;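 also: plate controls were neutral control wells without compound for no effect and CRF at EC100 for full effect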
# PHOSPHO1 inh: PubChem AID 1565; Phosphoethanolamine/phosphocholine phosphatase (Homo sapiens), Q8TCT1; recombinant PHOSPHO1, absorbance phosphatase assay; inhibition, % at 13.3 µM; 290,000 tested, 1.1% active; in the data active = inhibition above about 60%
# * hit, by the source's call; · = no result given.
SMILES,CHRM4 PAM,MEKK3 PB1 HTS,CRFBP-R2 block,GalR3 antag,p-CIP stab down,IDE inh,IDE act,CRFBP-R2 agonist,PHOSPHO1 inh
NC(=O)NN=C1CCn2cccc21,4,·,23,-7,·,·,3,3.4,·
C/C(=N\NS(=O)(=O)c1ccc([N+](=O)[O-])cc1)c1cccs1,-2,99,-7,5,-6,1,0,0.2,34
O=C1NCCCC1C(=O)N/N=C/c1ccccc1 (stereo unspecified),2,114,-2,0,-2,9,2,-1.0,32
O=c1c(=O)n(CCO)n(CCO)c(=O)n1CCO,4,·,10,-4,·,·,·,6.7,·
CCC(C)N(C(=O)CSc1nc(-c2ccccc2)cs1)C1CCS(=O)(=O)C1 (stereo unspecified),3,98,-14,-5,0,1,0,-0.2,0
Cc1ccccc1NC(=S)N1CCN(Cc2ccccc2)CC1,-6,97,3,-5,-9,2,4,-1.3,-7
O=C(NCN1CCCCC1)c1cccnc1,5,98,0,-2,-6,2,3,-1.2,3
COCCNC(=O)c1ccc(Cl)c(Cl)c1,3,95,-12,-6,-4,4,7,2.1,18
COC(=O)c1cc(NC(=O)c2cc(-c3ccc(Cl)cc3)oc2C(F)(F)F)ccc1N1CCOCC1,-15,96,0,-3,13,5,-6,-1.0,58
CCOC(=O)c1sc(NC(=O)C2CC(=O)N(c3ccccc3C)C2)nc1C (stereo unspecified),-7,104,-1,-7,-13,1,4,-0.5,43
COc1cc(NC(=O)C2CC(=O)N(CCc3ccccc3)C2)cc(OC)c1 (stereo unspecified),-3,·,-15,-1,·,2,6,-2.1,·
O=C(Nc1ccc(Br)cc1F)c1ccc2nsnc2c1,2,96,4,-7,-4,-1,1,9.3,34
COC(=O)CCc1c(C)[nH]c(=S)[nH]c1=O,8,100,-10,-1,-2,3,7,-0.7,8
CN(C)c1ccc(C2SCCN2C(=O)c2ccc([N+](=O)[O-])cc2)cc1 (stereo unspecified),-8,101,19,-4,4,0,4,-1.1,-3
COc1ccccc1CCc1nnc(CCC(=O)NC(C)Cc2cccc(C)n2)o1 (stereo unspecified),0,101,10,-4,2,-3,3,-0.6,32
CCC(C)NC(=O)CSc1nnc(-c2c[nH]c3ccccc23)o1 (stereo unspecified),5,105,0,-4,12,4,2,0.8,16
C=CCc1cc(Cl)ccc1OCCCn1ccnc1,-5,105,14,-9,0,-1,1,-4.6,40
O=C(Cc1c[nH]c2ccccc12)Nc1nnc(C2CC2)s1,1,98,-4,-6,-5,-1,2,-0.5,24
Cc1c(C(=O)N2CCOCC2)oc2ccc(Br)cc12,-9,·,-7,-4,·,7,-1,0.3,·
c1ccc2c(c1)Cc1cc3ccccc3nc1-2,7,105,-12,-12,-20,4,2,-2.7,28
Cc1ncc(S(=O)(=O)c2ccc(Cl)cc2)c(-c2ccccc2)n1,12,103,10,1,-5,4,-9,-0.1,-2
COc1ccc(CCC(=O)NNC(=S)Nc2cccc(C(C)=O)c2)cc1,15,99,-9,-4,-8,4,11,0.3,-103
CC(C)(C)c1ccc(C2C(C(=O)c3ccco3)=C(O)C(=O)N2CC2CCCO2)cc1 (stereo unspecified),4,98,-7,-7,-6,-3,1,1.0,35
Cc1cc(C)nc(NC(=O)/C=C/c2ccc3c(c2)OCO3)c1,4,98,-15,-5,-6,6,4,0.3,9
CC(C)Cn1c(SCC(=O)NC2CCCc3ccccc32)nc(O)cc1=O (stereo unspecified),8,99,2,-3,-10,-1,1,0.1,-2
CCOCCCNC(=O)c1ccc2c(c1)ncn2-c1cccc(C)c1,-3,103,7,-4,-8,0,0,0.4,32
CN(C)S(=O)(=O)N1CCC(Cc2ccccc2)CC1,-2,112,10,-5,12,1,5,-1.6,-16
Cc1ccccc1NC(=O)CSc1nc(-c2ccccc2)cc(=O)[nH]1,7,107,4,-7,-19,3,2,-0.1,-8
CC(c1ccc(Cl)cc1)n1c(-c2ccc3ccccc3n2)n[nH]c1=S (stereo unspecified),4,83,-17,13*,-8,0,3,0.1,56
O=C(Nc1ccccc1)Nc1cc(Cl)cc(Cl)c1,-7,91,39,-3,-5,-1,-3,18,0
Cc1noc(NS(=O)(=O)c2ccc(N/C=C/C(=O)c3ccncc3)cc2)c1C,-3,·,-5,-6,-5,1,4,0.1,6
Brc1ccc(CSc2ccc3nnc(-c4ccccn4)n3n2)cc1,4,106,-8,-6,-18,3,-1,-5.5,34
O=[N+]([O-])c1cccc(NC(=S)N2CCN(S(=O)(=O)c3ccccc3)CC2)c1,-8,101,10,0,-15,-3,1,-1.5,23
[2H]c1c([2H])c([2H])c(-c2nc(N3CCCCCC3)sc2C(=O)c2ccccc2)c([2H])c1[2H],-17,97,20,-1,5,0,1,5.0,19
Cc1cc(N)n2nc(-c3ccccc3)c(-c3ccccc3)c2n1,4,100,-7,·,-12,4,-2,-2.2,19
CCOC(=O)c1cccc(NC(=O)CCn2c(=O)oc3ccccc32)c1,-1,102,-7,-9,-8,3,3,-0.3,27
S=C(NC1CCCCC1)NN1CCCCCC1,-6,·,4,-5,·,·,5,-2.0,·
NC(=O)C1CCN(Cc2nc3ccccc3c(=O)[nH]2)CC1,-4,101,9,2,-16,3,5,-1.2,11
O=C(COC(=O)c1nc(Cl)ccc1Cl)Nc1ccc(Cl)cn1,4,·,4,-4,·,-2,3,0.4,·
CC(Oc1cccc(F)c1)c1ccnc2nc(/N=C/N(C)C)nn12 (stereo unspecified),14,100,10,5,4,1,-6,1.8,28
CC(=O)NC(=S)Nc1ccc([N+](=O)[O-])cc1C,-2,102,-45,0,-6,6,-2,-1.8,38
CC(C)CCNC(=O)C(c1ccco1)N(Cc1cccs1)C(=O)Cn1nnc2ccccc21 (stereo unspecified),-10,100,-21,-8,1,·,5,-1.9,1
O=C(Nc1ccccc1-c1nnn(CC(=O)N2CCc3ccccc3C2)n1)C1CCC1,-7,99,19,-2,-15,11,-1,2.1,2
CCCNC(=O)c1ccc(S(N)(=O)=O)cc1,-4,110,1,-11,2,-2,0,0.5,17
CCOCCn1ccc2c(OCC(=O)Nc3cc(OC)ccc3OC)cccc2c1=O,-4,·,10,-1,·,2,2,-0.4,·
Cc1cc2c(c(=O)o1)C(c1ccc([N+](=O)[O-])o1)C(C#N)=C(N)O2 (stereo unspecified),-3,107,-10,-4,-10,6,·,-0.4,20
NNc1nc(-c2ccccc2)nc2sc3c(c12)CCCC3,4,142*,-101,-2,1,2,3,-3.8,21
O=C(/C=C/c1ccccc1)NCC(=O)N/N=C\c1cccnc1,12,115,-6,-5,-13,3,1,-0.9,-2

# Overlap with the part before: six compounds, then new ones.
SMILES,CHRM4 PAM,MEKK3 PB1 HTS,CRFBP-R2 block,GalR3 antag,p-CIP stab down,IDE inh,IDE act,CRFBP-R2 agonist,PHOSPHO1 inh
O=C(Nc1ccccc1-c1nnn(CC(=O)N2CCc3ccccc3C2)n1)C1CCC1,-7,99,19,-2,-15,11,-1,2.1,2
CCCNC(=O)c1ccc(S(N)(=O)=O)cc1,-4,110,1,-11,2,-2,0,0.5,17
CCOCCn1ccc2c(OCC(=O)Nc3cc(OC)ccc3OC)cccc2c1=O,-4,·,10,-1,·,2,2,-0.4,·
Cc1cc2c(c(=O)o1)C(c1ccc([N+](=O)[O-])o1)C(C#N)=C(N)O2 (stereo unspecified),-3,107,-10,-4,-10,6,·,-0.4,20
NNc1nc(-c2ccccc2)nc2sc3c(c12)CCCC3,4,142*,-101,-2,1,2,3,-3.8,21
O=C(/C=C/c1ccccc1)NCC(=O)N/N=C\c1cccnc1,12,115,-6,-5,-13,3,1,-0.9,-2
COc1ccc(Cc2nnc(SCC(=O)Nc3ccccc3C)n(N)c2=O)cc1,6,·,-9,-4,·,-7,0,1.1,·
O=C(CCN1C(=O)S/C(=C\c2ccc(Cl)cc2)C1=O)Nc1ccc(C(=O)O)cc1,6,101,-4,-2,-4,0,2,2.8,4
O=c1[nH]c(NCc2ccccc2)nc2c1CCCC2,4,98,0,-5,-2,1,-1,-1.5,-14
COc1cccc(C(C)NC(=O)C2CCCO2)c1 (stereo unspecified),-2,110,-9,-4,-5,2,4,-0.3,30
CCCCc1cc(=O)oc2cc(OCC(=O)N[C@@H](Cc3ccccc3)C(=O)O)ccc12,-1,98,12,-7,-7,-1,1,-0.7,18
Cc1c(Cl)cnc(NC(=O)COC(=O)[C@H](C)NC(=O)c2ccccc2)c1Cl,0,·,6,-6,·,-2,2,0.6,·
CCOc1ccc(NC(=O)COC(=O)Cn2cnnn2)cc1OCC,-2,101,-36,·,1,0,-1,1.9,0
Cc1ccc(-n2c(N)c(C(=O)Nc3c(C)n(C)n(-c4ccccc4)c3=O)c3nc4ccccc4nc32)cc1,13,122,19,-2,-15,0,-5,-3.6,-6
COc1ccc(OC)c(C(C)NC=O)c1 (stereo unspecified),5,88,-1,-7,-7,-3,2,0.6,17
C=CCn1c(SCC(=O)NC(=O)c2cccc([N+](=O)[O-])c2)nnc1-c1ccccc1F,5,107,22,-5,-7,1,9,-1.3,-7
CCOc1ccccc1NC(=O)COC(=O)C1CC(=O)N(c2c(C)cccc2C)C1 (stereo unspecified),0,103,-11,-8,3,1,3,0.7,24
CCOC(=O)C(C)Sc1nnc(-c2c[nH]c3ccccc23)n1C (stereo unspecified),1,104,3,·,0,1,-2,-0.7,39
COc1cc(C(=O)Nc2ccccc2NC(=O)c2cc(OC)c(OC)c(OC)c2)cc(OC)c1OC,-4,102,11,-11,-3,-3,2,-0.1,22
CCn1c2ccccc2c2cc(CNCc3ccc(OC)cc3OC)ccc21,-10,107,-41,-14,1,-1,-4,2.3,14
Cc1ccc(C)c(S(=O)(=O)N2C(=S)NC(=O)C2CC(C)C)c1 (stereo unspecified),-2,105,8,5,-8,0,-10,-4.4,-38
Cc1ccc(CN(CC(O)COc2cccc3[nH]cc(C)c23)C(C)(C)C)cc1 (stereo unspecified),-12,106,-16,-13,-3,-4,0,2.5,24
Cc1csc2nc(CSc3nncn3-c3ccccc3)c(Br)n12,1,96,3,-1,-5,2,-6,-0.4,-8
CCC(=O)N1N=C(c2ccc(NS(=O)(=O)CC)cc2)CC1c1ccc(C)cc1 (stereo unspecified),0,103,-6,0,24,-5,-1,-0.7,-21
Clc1cccc(-c2nc(NCC3CCCO3)c3ccccc3n2)c1 (stereo unspecified),-2,106,-22,-11,-7,5,-1,1.2,24
COC(=O)/C(=C\c1ccc([N+](=O)[O-])o1)NC(=O)c1ccccc1,9,96,-16,0,-1,0,-2,-0.4,30
Nc1ccc(CCn2ccnc2)cc1,-4,102,7,-10,-12,-1,2,0.0,·
CCOC(=O)N1CCN(C(=O)/C=C/c2cccc([N+](=O)[O-])c2)CC1,9,102,3,-5,-8,3,6,-0.4,32
